Source: PubChem BioAssay
KLK7 zymogen act: proKLK7 zymogen activators, primary screen, biochemical, fluorescence intensity; Kallikrein-7 (Homo sapiens), P49862; purified proKLK7, EDANS-DABCYL substrate fluorescence; 100% is mature enzyme control, 0% vehicle; activation, % at 7 µM; hit rate 0.9% among 370,000; AID 652039, 2013;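 active = activation above the mean of all tested compounds plus 3 SD, computed per campaign excluding outliers beyond control limits, cut at about 13% in these data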
TDP2 absorb: human TDP2 enzyme inhibitors, primary screen, biochemical, epi absorbance, recombinant enzyme; Tyrosyl-DNA phosphodiesterase 2 (Homo sapiens), O95551; T5PNP hydrolysis, p-nitrophenol absorbance 415 nm; inhibition, % at 12.8 µM; hit rate 0.34% among 370,000; AID 720702, 2013;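 active = inhibition above the mean of all tested compounds plus 3 SD, set per campaign, cut at about 25% in these data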;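 note: 0% = DMSO with enzyme and 100% = buffer with substrate but no TDP2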
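Assay system: recombinant human TDP2 / Reagent: T5PNP substrate at 5 mM, a TopII-DNA adduct mimic / Measured by: epi absorbance from released p-nitrophenol / Evaluation: % inhibition relative to enzyme-containing and enzyme-free wells / Control set: enzyme-free and DMSO wells / Replicates: each compound tested once, singlicate / Schedule: enzyme reaction with compound for 2 h at 37 °C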
PRMT1 FP inh: PRMT1 methyltransferase inhibitors, primary screen, biochemical, fluorescence polarization. Protein arginine N-methyltransferase 1 (Homo sapiens), Q99873. recombinant PRMT1, activity-based probe fluorescence polarization. inhibition, % at 2.79 µM. hit rate 1.3% among 370,000. AID 652257, 2013;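 active = inhibition above about 21% made by adding two undisclosed values, limit read from the data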
LEDGF integ inh: blockers of LEDGF/p75-dependent integrase strand transfer – biochemical, TR-FRET, high throughput, primary screen | hit rate 0.64% among 370,000 | AID 743269, 2014 | inhibition, % at 3.7 µM | TR-FRET IN-LEDGF/p75 DNA integration, Eu/Cy5;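 active = inhibition above the screen-wide mean plus 3 SD, cut at about 13% in these data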;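 note: signal is the Cy5 over europium emission ratio at 671 and 618 nm; 0% = plate median of compound wells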
DDE Tn6 FP inh: inhibitors of Tn6 peptide binding to fibrin DD(E), primary screen, biochemical, fluorescence polarization, human fibrin, Tn6 probe; hit rate 0.21% among 370,000; inhibition, % at 8.3 µM; AID 720509, 2013; Fibrin DD(E) TRITC-Tn6 fluorescence polarization displacement;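 active = inhibition above a per-campaign cutoff: mean of compounds within control limits plus 3 SD, cut at about 15% in these data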;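 note: 0% = median of all compound wells on the plate and 100% = blocking peptide control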
UHRF1 MBD2 ctr: UHRF1 methylated DNA binding inhibitors, primary screen, counter-screen for MBD2 inhibitor project, biochemical, TR-FRET, human UHRF1, single concentration; hit rate 0.75% among 370,000; UHRF1 binding to methylated oligo; inhibition, % at 4.4 µM; E3 ubiquitin-protein ligase UHRF1 (Homo sapiens), Q96T88; in the data active = inhibition above about 21%;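 note: UHRF1 SRA domain binding a hemimethylated CpG hairpin DNA probe; 0% = median of test compound wells and 100% = reference inhibitor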
TCR CD3 inh: inhibitors of human TCR-CD3 interaction, primary screen, biochemical, fluorescence, TAMRA-labeled TCR probe | inhibition, % at 9.4 µM | hit rate 0.37% among 360,000 | AID 651800, 2012; in the data active = inhibition above about 19%;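 note: recombinant mutant TCR 2C K166C tagged with TAMRA read by polarization; 0% = receptor in buffer alone and 100% = receptor with positive control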
SIAE primary: human SIAE inhibitors, primary screen, biochemical, fluorescence polarization, FP-Rh probe, 1536-well HTS; Sialate O-acetylesterase (Homo sapiens), Q9HAT2; hit rate 0.69% among 370,000; inhibition, % at 9.66 µM; SIAE FP-Rh probe binding;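 active = inhibition above a cutoff: mean of compounds within the control limits plus 3 SD of those, cut at about 17% in these data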;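 note: 0% = plate median of compound wells and 100% = probe without SIAE protein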
Target sequence (Q9HAT2 whole entry, looked up): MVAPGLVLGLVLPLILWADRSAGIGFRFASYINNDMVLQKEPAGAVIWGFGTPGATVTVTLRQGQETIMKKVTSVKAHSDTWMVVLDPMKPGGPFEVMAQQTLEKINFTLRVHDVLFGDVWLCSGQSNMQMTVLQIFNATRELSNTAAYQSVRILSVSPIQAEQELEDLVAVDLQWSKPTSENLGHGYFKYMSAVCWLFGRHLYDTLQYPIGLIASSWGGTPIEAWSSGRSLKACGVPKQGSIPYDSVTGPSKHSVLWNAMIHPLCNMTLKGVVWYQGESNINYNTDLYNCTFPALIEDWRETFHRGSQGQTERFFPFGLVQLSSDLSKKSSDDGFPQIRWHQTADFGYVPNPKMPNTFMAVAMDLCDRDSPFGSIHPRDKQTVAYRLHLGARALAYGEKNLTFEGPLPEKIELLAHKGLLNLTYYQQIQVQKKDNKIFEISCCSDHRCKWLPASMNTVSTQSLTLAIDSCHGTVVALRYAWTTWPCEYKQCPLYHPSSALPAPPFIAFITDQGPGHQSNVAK
MBD2 DNA inh: inhibitors of MBD2 binding to methylated DNA, primary screen, biochemical, TR-FRET, DNA-binding domain, human; inhibition, % at 4.4 µM; Methyl-CpG-binding domain protein 2 (Homo sapiens), Q9UBB5; hit rate 0.31% among 370,000; MBD2 binding to methylated oligonucleotide; in the data active = inhibition above about 13%
Target sequence (Q9UBB5 whole entry, looked up, the tested form may be a part): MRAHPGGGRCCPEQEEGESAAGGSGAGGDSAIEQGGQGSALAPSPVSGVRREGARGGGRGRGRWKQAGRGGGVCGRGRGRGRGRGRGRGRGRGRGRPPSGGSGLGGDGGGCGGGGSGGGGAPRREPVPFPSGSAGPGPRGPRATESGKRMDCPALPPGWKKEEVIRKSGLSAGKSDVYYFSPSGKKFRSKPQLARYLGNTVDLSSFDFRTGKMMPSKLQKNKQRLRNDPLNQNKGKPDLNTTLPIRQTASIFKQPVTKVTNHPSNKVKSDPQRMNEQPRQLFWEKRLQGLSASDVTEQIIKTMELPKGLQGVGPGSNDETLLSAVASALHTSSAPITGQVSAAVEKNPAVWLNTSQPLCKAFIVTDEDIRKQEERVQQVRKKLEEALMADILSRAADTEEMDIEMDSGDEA
Tn7 DDE FP: inhibitors of Tn7 peptide binding to fibrin DD(E), primary screen, biochemical, fluorescence polarization, human fibrin, Tn7 probe. Fibrinogen beta chain (Homo sapiens), P02675. FP displacement of FITC-Tn7 peptide from fibrin DD(E); 0% = median of compound wells per plate. inhibition, % at 8.3 µM. hit rate 0.13% among 370,000;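 active = inhibition above the mean of compounds falling within the control limits plus 3 SD of them, cut at about 14% in these data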;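 note: 0% = plate median of compound wells and 100% = 10 µM Aha-Tn7 peptide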
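Assay system: Human fibrin DD(E) protein | Medium: Tris buffer with calcium and detergent, pH 7.8 | Reagent: 0.1 µM fluorescent Tn7 | Compound dosing: Single point at 8.3 µM | Times: 10 min preincubation, 3 h with tracer, room temperature | Detection: Fluorescence polarization of the labelled Tn7 tracer | Controls: Aha-Tn7 high control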
* = called active by the depositor. Compounds as they come, and some 4.6% of all compounds hit somewhere here.

SMILES	KLK7 zymogen act	TDP2 absorb	PRMT1 FP inh	LEDGF integ inh	DDE Tn6 FP inh	UHRF1 MBD2 ctr	TCR CD3 inh	SIAE primary	MBD2 DNA inh	Tn7 DDE FP
C=C[C@@H]1c2cc(C)ccc2N(S(=O)(=O)c2ccc(C)cc2)[C@H](c2ccc(OC(C)=O)cc2)C1(C#N)C#N	0.6	1	-1	-7	-1	0	8	-26	-7	6
CCN1C(=O)[C@H]2[C@H]3CN=C(SCc4ccc(C)cc4)N3[C@@](Cc3ccccc3)(C(=O)OC)[C@H]2C1=O	0.6	-6	0	0	9	-1	2	0	1	3
O=C(O)c1cc(S(=O)(=O)N2CCCCC2)sc1Cl	0.1	5	2	-1	-3	5	-4	2	0	9
Cc1c(NC(=O)C(C#N)=C2CCCCC2)c(=O)n(-c2ccccc2)n1C	0.5	1	-2	1	2	-1	4	7	-4	-2
CC(Cn1cncn1)C(=O)N1CCN(S(=O)(=O)c2ccccc2)CC1 (stereo not given)	-0.5	5	-2	2	-1	-2	-6	3	2	2
COc1cccc(C(C(=O)NC2CCCC2)N(C(=O)c2ccco2)c2cccc(C(C)=O)c2)c1OC (stereo not given)	-0.5	-4	2	-2	-5	-3	-3	14	-5	4
Cc1nn(C)c(C)c1CN(C(=O)C1CCC(=O)N(C2CCCCCC2)C1)C(C)C (stereo not given)	0.2	21	-2	3	3	-2	3	7	-5	7
COc1ccc(N2C(=O)c3ccccc3NC2c2ccc(NC(C)=O)cc2)c(OC)c1 (stereo not given)	3.6	-7	3	-9	-5	3	-1	2	1	-8
Cc1ccc(-c2cc(C(=O)N/N=C\c3cnn(C)c3C)c3ccccc3n2)cc1C	-6.0	-1	-2	1	-6	-2	-5	-32	-3	2
CCn1c(CN2CCN(C(=O)c3ccco3)CC2)nc2c1c(=O)n(C)c(=O)n2C	-0.2	-4	2	3	-5	4	1	10	0	-3
CCOC(=O)COc1c(/C=N\O)cc(Cl)cc1OC	0.2	3	3	-4	-8	1	-4	-8	9	8
CCOC(=O)[C@H]1[C@H]2COc3cc(OC)ccc3[C@@H]2N2C(=O)c3ccc(C)cc3NC(=O)[C@@]12C	0.2	-5	0	-2	-4	1	2	-4	4	0
CSc1ccc(C2(O)Cc3cccc[n+]3C2c2ccccc2)cc1 (stereo not given)	0.1	-23	-2	2	5	3	4	-8	5	-2
CCOC(=O)c1cc(C)nc(N2CCCCC2)c1C#N	0.1	0	4	0	0	2	-7	-9	-2	0
Clc1ccc2nncn2n1	0.2	-4	-2	1	-3	0	-2	4	-2	-1
Cc1ccc(NC2CCCN(C(=O)c3ccccc3-c3ncc[nH]3)C2)cc1C (stereo not given)	0.4	7	-1	-1	3	2	1	4	2	0
CC(C)c1ccccc1OCC(=O)Nc1ccc2[nH]ncc2c1	-0.2	-7	4	-1	2	2	-7	-7	4	4
Cc1ccc(OCC(=O)OC2CCCN(C)C2)cc1 (stereo not given)	-1.0	-6	0	6	2	-1	4	8	-4	-5
COc1cccc(Cn2c(=O)sc3ccccc3c2=O)c1	0.1	-4	3	-1	2	-1	5	3	4	2
C=CCC[C@@H](Cc1ccc(F)cc1)C(=O)OC[C@H](Cc1c[nH]c2ccccc12)NC(=O)[C@H](CC=C)CC(=O)N(CCO)Cc1ccccc1	-0.1	-2	0	-3	3	16	-1	1	2	0
Cc1ccc(C(C)C)c(OCC(=O)Nn2c(C)nc3ccccc3c2=O)c1	0.2	2	-2	-3	-2	-1	1	-5	0	1
COc1ccc(-c2cc(CCCC(=O)N3CCN(c4ccc(OC)cc4)CC3)no2)cc1	0.8	2	1	3	5	-1	5	1	0	-1
Cc1cc(NC(=O)CN2C(=O)/C(=C/c3ccccc3F)SC2=S)no1	0.7	-12	14	-1	-3	1	-17	-14	1	0
CCCn1nnc(NC(=O)C(c2ccccc2)c2ccccc2)n1	0.0	-7	0	1	-6	1	-1	2	0	3
C=CCn1c(SCC(=O)NC(=O)NCCC)nnc1C1CCCCC1	0.6	4	-5	2	-4	-1	1	4	-2	-8

An excerpt from further up, as a working copy:
SMILES	KLK7 zymogen act	TDP2 absorb	PRMT1 FP inh	LEDGF integ inh	DDE Tn6 FP inh	UHRF1 MBD2 ctr	TCR CD3 inh	SIAE primary	MBD2 DNA inh	Tn7 DDE FP
CCCn1nnc(NC(=O)C(c2ccccc2)c2ccccc2)n1	0.0	-7	0	1	-6	1	-1	2	0	3
C=CCn1c(SCC(=O)NC(=O)NCCC)nnc1C1CCCCC1	0.6	4	-5	2	-4	-1	1	4	-2	-8

(list continues)
SMILES	KLK7 zymogen act	TDP2 absorb	PRMT1 FP inh	LEDGF integ inh	DDE Tn6 FP inh	UHRF1 MBD2 ctr	TCR CD3 inh	SIAE primary	MBD2 DNA inh	Tn7 DDE FP
CN(C)c1cccc(C(=O)Nc2cccc(S(=O)(=O)NC3=NCCC3)c2)c1	-0.4	-15	9	-7	-10	2	-9	1	3	-2
Cc1sc2ncnc(NCC3CCCO3)c2c1C (stereo not given)	-0.8	-6	-2	1	-6	-1	1	-5	-1	-7
COC(=O)/C(=C/c1c[nH]c2ccccc12)NC(C)=O	0.2	4	-3	2	-8	2	5	3	-2	-1
COc1ccc(-c2cc(C(=O)NCc3ccc(F)cc3)[nH]n2)c(C)c1	0.2	2	0	2	0	-1	-1	-5	-5	-3
CC(CC(=O)Nc1nnc(CC(C)(C)C)s1)c1ccccc1 (stereo not given)	0.2	-3	8	0	4	0	5	-7	3	6
Cc1nnc(SCC(=O)Nc2ccc(S(=O)(=O)N3CCCC3)cc2)n1N	0.7	-1	4	-2	2	1	-2	0	-1	4
Cc1ccc([N+](=O)[O-])cc1NC(=O)c1ccc2c(c1)OCO2	-0.3	-2	0	-1	7	0	2	4	-4	-11
CCc1nnc(NC(=O)c2cnccn2)s1	0.4	1	1	0	6	8	0	7	9	7
CC(C)NCC(O)COCCOc1ccc(Br)cc1 (stereo not given)	0.4	2	-2	-2	3	1	11	0	1	-5
CCCNC(=O)COc1coc(CN2CCN(Cc3ccccc3)CC2)cc1=O	-0.3	-8	2	-2	-7	2	2	3	6	4
O=C(N/N=C\c1cc(Br)c(Br)o1)C1COc2ccccc2O1 (stereo not given)	0.1	-8	3	-2	-1	-1	6	-7	-2	1
COc1ccc(CCNS(=O)(=O)c2cccc(C(=O)O)c2)cc1OC	0.3	6	-1	-1	-1	2	6	-2	-2	1
Cc1ccc(NC(=O)CS(=O)(=O)c2cn(C)c3ccccc23)c(C)c1	0.1	-3	1	-3	8	2	1	-5	3	-4
CCCn1c(N)c(C(=O)COC(=O)c2c(C)noc2C)c(=O)n(C)c1=O	0.3	5	-2	0	8	-1	5	-7	-5	-1
CSCC[C@H](Nc1ncnc2sc(C)c(C)c12)C(=O)O	0.0	-5	3	0	4	0	6	2	-4	-7
Cc1ccc(NC(=O)CN2C(=O)NC3(CCCc4ccccc43)C2=O)c(Cl)c1 (stereo not given)	0.0	-2	16	2	4	0	2	-6	-2	1
O=C(NCc1ccccc1)c1cccc2c1C(=O)c1ccc(/C=C/c3ccccc3)cc1S2(=O)=O	-6.9	7	0	0	10	-2	1	-4	0	1
COc1ccc2c(Cl)c(C(=O)NCCc3ccc(S(N)(=O)=O)cc3)sc2c1	0.2	-4	0	4	0	-2	3	-15	-4	-10
O=C(O)c1cccc2c(-c3ccccc3)c(-c3ccccc3)[nH]c12	-0.4	15	1	3	-5	-1	3	-1	1	-4
O=C(O)c1ccc(NCc2nc3cc4ccccc4cc3[nH]2)cc1	-1.1	-4	-3	1	-5	0	1	-6	-6	-7
Cc1cccc(/C(N)=N/OC(=O)c2ccccc2Cl)c1	-0.3	9	3	-7	-14	2	0	-3	-4	1
Cc1cccc(NC(=O)CSCC(=O)Nc2cccc(S(=O)(=O)N3CCCCCC3)c2)c1	0.0	-9	1	-1	-5	-1	-2	-13	1	2
Cc1ccc(CN(C(=O)CNC(=O)c2cccs2)C(C(=O)NCC2CCCO2)c2ccccc2)cc1 (stereo not given)	0.4	-6	0	0	-8	-3	-2	-2	2	-2
Cc1cccc(CN2[C@@H](C)[C@H](c3ccccc3)Oc3cc(Br)ccc3S2(=O)=O)c1	0.2	3	0	2	-12	1	-4	-6	-3	-4

Single values from the entries so far:
Entry of `COc1ccc(CCNS(=O)(=O)c2cccc(C(=O)O)c2)cc1OC` in UHRF1 MBD2 ctr: 2
Entry of `Cc1cccc(/C(N)=N/OC(=O)c2ccccc2Cl)c1` in LEDGF integ inh: -7
Entry of `CN(C)c1cccc(C(=O)Nc2cccc(S(=O)(=O)NC3=NCCC3)c2)c1` in MBD2 DNA inh: 3
Entry of `Cc1nnc(SCC(=O)Nc2ccc(S(=O)(=O)N3CCCC3)cc2)n1N` in Tn7 DDE FP: 4
Entry of `Cc1ccc([N+](=O)[O-])cc1NC(=O)c1ccc2c(c1)OCO2` in SIAE primary: 4
Entry of `O=C(NCc1ccccc1)c1cccc2c1C(=O)c1ccc(/C=C/c3ccccc3)cc1S2(=O)=O` in TCR CD3 inh: 1

Entries of single compounds, looked up by structure:
Entry for COc1ccc2c(Cl)c(C(=O)NCCc3ccc(S(N)(=O)=O)cc3)sc2c1 → KLK7 zymogen act = 0.2; TDP2 absorb = -4; PRMT1 FP inh = 0; LEDGF integ inh = 4; DDE Tn6 FP inh = 0; UHRF1 MBD2 ctr = -2; TCR CD3 inh = 3; SIAE primary = -15; MBD2 DNA inh = -4; Tn7 DDE FP = -10
Entry for Cc1cc(NC(=O)CN2C(=O)/C(=C/c3ccccc3F)SC2=S)no1 → KLK7 zymogen act = 0.7; TDP2 absorb = -12; PRMT1 FP inh = 14; LEDGF integ inh = -1; DDE Tn6 FP inh = -3; UHRF1 MBD2 ctr = 1; TCR CD3 inh = -17; SIAE primary = -14; MBD2 DNA inh = 1; Tn7 DDE FP = 0
